Diaphorase act = diaphorase activation or chemical reduction counter-screen; Diaphorase/resazurin coupled assay, resorufin fluorescence, 16 min; stronger effect = higher value; 1 = vehicle wells, 0 = NADH-free wells; activation factor at 20 µM; hit rate 0.005% among 190,000; AID 1229;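 active means diaphorase activity raised at least twofold by the compound at 20 µM; inactive means activation factor below 2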
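Material: purified diaphorase enzyme from Clostridium kluyveri; Also added: 0.114 mM NADH and 0.1 mM resazurin, final amounts; Doses: single compound dose of 20 µM, 1% DMSO final; Times: 16 min enzyme reaction, ambient temperature; Detection: resorufin fluorescence, excitation 544 nm, emission 590 nm; Measure: increased resorufin signal from activators or reducing compounds.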
S1P3 antagonist = blocks the human S1P3 receptor; CHO S1P3 NFAT-BLA reporter, FRET fluorescence, antagonist mode; inhibition, % at 4.98 µM; AID 485; Q99500; hit rate 0.27% among 170,000;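 active means inhibition above the plate cutoff, the mean inhibition of test wells on that plate plus 3 SD, cut at about 28% in these data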;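 further: cells challenged with S1P at its EC80 of 0.8 µM; blue over green emission ratio from cleaved BLA substrate after 4 h stimulation; 0% = S1P-stimulated wells and 100% = unstimulated DMSO-only wells; some compounds past the cut are filed as inactive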
Target sequence (Q99500 whole entry, looked up): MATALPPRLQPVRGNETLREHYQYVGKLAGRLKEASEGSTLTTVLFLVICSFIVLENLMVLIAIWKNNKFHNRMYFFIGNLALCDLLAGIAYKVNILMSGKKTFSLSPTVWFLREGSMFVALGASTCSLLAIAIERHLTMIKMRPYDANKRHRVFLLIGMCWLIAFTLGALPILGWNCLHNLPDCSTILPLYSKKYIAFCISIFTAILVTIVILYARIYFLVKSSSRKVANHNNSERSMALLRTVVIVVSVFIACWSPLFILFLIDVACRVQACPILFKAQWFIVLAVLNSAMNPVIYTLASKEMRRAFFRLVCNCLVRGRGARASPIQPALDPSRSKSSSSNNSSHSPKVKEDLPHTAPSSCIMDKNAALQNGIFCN
TLR4-MyD88 BLA = inhibitors of human TLR4-MyD88 binding; HeLa CL3-4 TLR4/MyD88 BLA complementation, FRET ratio; inhibition, % at 8.4 µM; hit rate 0.18% among 200,000; AID 861; in the data active means inhibition above about 25%;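 further: 0% = vehicle and 100% = reference inhibitor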
PMI act hi M6P = increases human PMI activity with near-saturating mannose 6-phosphate | activation factor at 20 µM | coupled PMI enzyme assay, resazurin fluorescence, 20 min; stronger effect = higher value; 1 = untreated enzyme, 0 = substrate-free blank | hit rate 0.34% among 190,000 | P34949;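 active means activation factor of 2 or more at 20 µM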
Target sequence (P34949 whole entry, looked up): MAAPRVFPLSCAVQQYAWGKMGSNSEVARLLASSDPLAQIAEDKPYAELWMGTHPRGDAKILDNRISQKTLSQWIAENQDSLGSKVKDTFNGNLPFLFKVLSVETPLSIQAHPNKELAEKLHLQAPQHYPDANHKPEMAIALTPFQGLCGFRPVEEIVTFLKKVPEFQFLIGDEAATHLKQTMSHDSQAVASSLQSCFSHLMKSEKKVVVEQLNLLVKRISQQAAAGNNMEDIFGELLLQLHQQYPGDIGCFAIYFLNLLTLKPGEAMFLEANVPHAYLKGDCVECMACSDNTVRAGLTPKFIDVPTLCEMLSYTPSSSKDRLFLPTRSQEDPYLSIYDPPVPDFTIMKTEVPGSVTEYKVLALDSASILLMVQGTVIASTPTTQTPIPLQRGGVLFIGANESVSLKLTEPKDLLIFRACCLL
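test system = human PMI in coupled enzyme assay | medium = HEPES-buffered pH 7.4 with magnesium and detergent | also added = 1.0 mM mannose-6-phosphate substrate with 0.22 mM NADP+ | compound = 20 µM single dose | times = 20 min incubation at room temperature | measured by = resorufin fluorescence (Ex 544/Em 590 nm) from resazurin via diaphorase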
PMI act = phosphomannose isomerase (human) activation. hit rate 0.005% among 190,000. activation factor at 20 µM. purified human PMI, coupled resazurin fluorescence, 20 min; stronger effect = higher value; 1 = vehicle control, 0 substrate-free wells;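 active means activation factor of 2 or more at 20 µM, relative to plate controls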
RAM network inh = inhibitors of the yeast RAM network. S. cerevisiae dse1pr::URA3 reporter, 5-FOA growth OD615, 2 d; analog-sensitive cbk1-as2 kinase mutant strain. inhibition, % at 50 µM. hit rate 1.8% among 190,000. AID 868;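 active means inhibition above a set limit, 3 SD over mean compound inhibition, cut at about 8.4% in these data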;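 further: 0% = DMSO-only wells with no growth and 100% = 10 µM 1-NA-PP1 full growth; inhibition rescues growth on 5-FOA so higher OD means more RAM inhibition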
Diaph inh CS = inhibits diaphorase or chemically oxidizes, flagging diaphorase assay artifacts; diaphorase resazurin-to-resorufin fluorescence, NADH, 16 min; bacterial (C. kluyveri) enzyme, not human; inhibition, % at 20 µM; AID 1217; hit rate 0.69% among 190,000;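 active means primary screen inhibition at 20 µM above a set limit, cut at about 50% in these data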;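 further: plate controls were DMSO with full reaction for no effect and wells lacking NADH for full effect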
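Test system: Clostridium kluyveri diaphorase enzyme / Quantity: diaphorase at 0.14 U/mL in enzyme working solution / Incubation: 16-min room-temperature incubation before reading / Benchmarks: NADH-free wells as positive control, DMSO-only neutral wells / Signal: resorufin fluorescence 544/590 nm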
DTT redox prof = compounds producing H2O2 with reducing agent – biochemical, NIH compound library profiling, artefact control for MLSCN library redox annotation, primary screen | DTT-dependent redox cycling H2O2, phenol red/HRP absorbance; 100% = 100 µM peroxide control, 0% = buffer | activation, % at 10 µM | hit rate 0.03% among 200,000 | AID 878;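 active means activation of at least 50% relative to the plate's high and low controls in the primary single-dose screen; inactive means activation below 50%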;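 further: compound incubated with DTT at 0.8 mM final as the reducing agent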
G6PDH counter = counter-screen for G6PDH assay hits: L. mesenteroides G6PDH inhibition | Purified L. mesenteroides G6PDH, diaphorase/resazurin coupled fluorescence, 45 min | inhibition, % at 5 µM | hit rate 0.12% among 200,000 | AID 1020
Hsp70 activator = switches on Hsp70 transcription. hit rate 0.04% among 200,000. AID 1203. activation, % at 10 µM. HeLa Hsp70 promoter luciferase reporter, luminescence; scaled: vehicle 0, proteasome-inhibitor control 100%;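 active means activation above the mean across all tested compounds plus 3 SD, cutoff set per campaign, cut at about 5.5% in these data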;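 further: 100% = MG132 at 30 µM as the positive control and 0% = DMSO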
L major viab = Leishmania major promastigote growth inhibition. Leishmania major promastigotes, resazurin fluorescence viability. inhibition, % at 10 µM. hit rate 9% among 200,000. AID 1063;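 further: promastigotes grown with compound for 44 hours at 28 °C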
Starred values were filed as active, the others as inactive; . = not tested or not shown. Unless noted, no stated cut-off is given here; in the data, active means inhibition above about 50%; inactive means the rest.

SMILES | Diaphorase act | S1P3 antagonist | TLR4-MyD88 BLA | PMI act hi M6P | PMI act | RAM network inh | Diaph inh CS | DTT redox prof | G6PDH counter | Hsp70 activator | L major viab
C/C(N)=C(/C#N)C(=O)COC(=O)c1cc(C)n(-c2ccc(F)cc2)c1C | 0.9 | 4 | 2 | 0.9 | 0.9 | 0.0 | 15 | 2.2 | 2 | -0.1 | 6
COc1ccc(-n2c3c(c(=O)[nH]c2=O)C(NC(=O)c2ccncc2)(C(F)(F)F)C(=O)N3)cc1 (stereo unspecified) | 1 | -24 | -17 | 1.2 | 1.2 | -0.4 | -2 | -0.1 | 4 | -0.3 | -3
Cc1cccc(CSc2nnc(-c3ccccn3)n2N)c1 | 0.8 | . | -11 | 1 | 1 | 0.0 | 22 | 0.1 | 9 | -0.4 | 3
Cc1ccc(NC(=O)CSCC#N)cc1Cl | 0.8 | 11 | 0 | 0.9 | 1 | 0.2 | 18 | -0.2 | 3 | -0.4 | -5
COc1cc(NC(=S)N2CCN(C/C=C/c3ccccc3)CC2)cc(OC)c1 | 0.8 | -6 | -20 | 0.9 | 0.8 | -0.4 | 23 | 0.3 | -3 | -0.5 | 41
c1ccc(CCc2nc3ccccc3[nH]2)cc1 | 0.9 | -6 | -9 | 1.1 | 1 | 0.9 | 8 | -0.3 | 16 | 0.1 | 11
N/C(=N\OC(=O)Cc1ccc(-c2ccccc2)cc1)c1cccnc1 | 0.9 | . | -6 | 1 | 0.9 | 3.8 | 8 | -4.6 | 4 | -0.1 | -5
CN=C1SC(C(=O)O)CC(=O)N1C (stereo unspecified) | 1 | -4 | -23 | 1 | 1.1 | 0.7 | 4 | 2.1 | 10 | -0.2 | -7
CCOC(=O)N/N=C/C=C/c1ccccc1 | 1.1 | 2 | -10 | 1 | 1 | -1.1 | -6 | -0.2 | 12 | 0.3 | -5
CC(NCc1ccc(S(N)(=O)=O)cc1)C(=O)Nc1cc([N+](=O)[O-])ccc1Cl (stereo unspecified) | 1 | -4 | 3 | 1.1 | 1.1 | 4.1 | -2 | -0.2 | 2 | -0.6 | 8
N/C(=N\OC(=O)C1CCCCC1)c1ccncc1 | 0.9 | -15 | -5 | 1.1 | 1 | 1.2 | 7 | -0.6 | 6 | -0.2 | -11
O=C(/C=C/c1ccccc1)C1=C(O)C(=O)N(CCO)C1c1ccc2c(c1)OCO2 (stereo unspecified) | 0.8 | -21 | -2 | 0.9 | 0.8 | 3.1 | 21 | -0.8 | 10 | 1.2 | -7
Cc1noc(C)c1COc1ccc(C(=O)OCC(=O)NC(=O)C2COc3ccccc3O2)cc1 (stereo unspecified) | 0.9 | -17 | 2 | 1 | 1 | 1.2 | 13 | 1.8 | 4 | -0.2 | -5
Cc1ccc(C(OCC(O)CN2CCCCC2CO)c2ccccc2)cc1 (stereo unspecified) | 0.8 | -27 | 4 | 1 | 0.9 | 1.3 | 24 | -0.7 | 2 | -0.2 | 84*
CCCCn1nc(C(=O)N[C@@H](CCSC)c2nc3ccccc3[nH]2)c2ccccc2c1=O | 0.8 | . | -7 | 1 | 0.9 | 0.3 | 19 | 0.2 | -4 | -0.2 | 23
Cc1ccc(SCCC(=O)Nc2ccccc2C(=O)NC2CCCCC2)cc1 | 1 | -4 | -8 | 1 | 0.9 | 2.8 | -4 | -0.2 | 8 | -0.5 | -5
CCOC(=O)c1ccc(NC(=S)N(CCCN2CCN(C)CC2)Cc2cccs2)cc1 | 1 | -9 | 8 | 1.1 | 1.1 | 1.2 | -1 | -2.2 | -1 | -0.1 | 40
CCN(C(=O)COc1cccnc1[N+](=O)[O-])C1CCS(=O)(=O)C1 (stereo unspecified) | 1 | -17 | -13 | 0.6 | 1 | 0.1 | 1 | -0.3 | 0 | -0.5 | -5
Cc1ccc(-c2nc(CSCC(=O)N3CCOCC3)c(C)o2)cc1 | 0.9 | 22 | 5 | 1 | 0.9 | 0.3 | 13 | 1.8 | 4 | 0.7 | -5
O=C(c1ccncc1)c1ccc(Br)cc1 | 0.9 | -1 | 8 | 1 | 1 | -0.6 | 9 | 0.9 | 14 | -0.4 | -6
Cc1cccc(C(=O)O/N=C(\c2ccccc2)c2cccnc2)c1 | 0.8 | 13 | -15 | 0.9 | 0.8 | -1.4 | 15 | -0.3 | 14 | -0.5 | -10
O=C1c2ccccc2C(Nc2ccc3c(c2)OCO3)N1Cc1ccco1 (stereo unspecified) | 0.7 | -19 | 5 | 0.4 | 0.8 | 5.7 | 31 | -0.2 | 6 | 0.0 | 16
Cc1ccc(O)c(C(=O)c2cnc3c(c2)c(-c2ccc(F)cc2)c(C#N)c(=O)n3C)c1 | 0.9 | -13 | 3 | 0.9 | 1 | 5.7 | 12 | -0.5 | -1 | 0.1 | 52*
Cc1ccc(C(c2nnnn2C(C)(C)C)N(Cc2ccco2)Cc2cccs2)cc1 (stereo unspecified) | 0.9 | 90* | 6 | 0.9 | 0.9 | 6.7 | 12 | -0.9 | 1 | 0.0 | 19

Results in Diaphorase act and RAM network inh, for 3 of the compounds above:
Molecule	Diaphorase act	RAM network inh
O=C(c1ccncc1)c1ccc(Br)cc1	0.9	-0.6
Cc1ccc(O)c(C(=O)c2cnc3c(c2)c(-c2ccc(F)cc2)c(C#N)c(=O)n3C)c1	0.9	5.7
Cc1cccc(C(=O)O/N=C(\c2ccccc2)c2cccnc2)c1	0.8	-1.4

Later entries
SMILES | Diaphorase act | S1P3 antagonist | TLR4-MyD88 BLA | PMI act hi M6P | PMI act | RAM network inh | Diaph inh CS | DTT redox prof | G6PDH counter | Hsp70 activator | L major viab
COc1ccc(Nc2nc(N3CCCC3)nc(N3CCCC3)n2)c(OC)c1 | 0.9 | . | -8 | 1 | 0.9 | -0.3 | 13 | 0.2 | -2 | 0.1 | 49
Cc1cc(N2CCOCC2)nc2ccc(NC(=S)N3CCCCC3C)cc12 (stereo unspecified) | 0.8 | -8 | -13 | 0.3 | 0.5 | 0.3 | 20 | 3.7 | 3 | -0.1 | 85*
CCN(CC)C(=O)c1sc(NC(=O)c2cccnc2)c(C(=O)OC)c1C | 0.8 | 0 | -19 | 0.5 | 0.7 | 1.9 | 19 | 0.1 | 5 | 0.5 | 7
COc1ccc(N2CCN(C(=O)C(CCSC)N=C3NS(=O)(=O)c4ccccc43)CC2)cc1 (stereo unspecified) | 0.8 | -5 | -3 | 1 | 0.9 | 1.5 | 15 | 0.5 | 2 | 0.2 | -3
Cc1ccc(NC(=S)NNC(=S)Nc2ccc(C)cc2C)cc1 | 0.9 | 11 | 6 | 0.9 | 0.8 | 4.2 | 11 | -1.1 | 17 | 0.3 | 0
O=C(CCN1CCN(CCO)CC1)Nc1ccc(OCc2ccccc2)cc1 | 1 | 5 | 0 | 1.1 | 1 | -1.4 | 0 | -0.3 | 4 | -0.5 | 61*
COc1ccccc1CN1C(=O)[C@@H]2C(CC(N)=O)NC3(C(=O)Nc4c3ccc(Cl)c4C)[C@@H]2C1=O (stereo partly specified) | 0.8 | -16 | -7 | 1 | 1 | 0.4 | 16 | 0.8 | 8 | -0.1 | -6
CCc1ccccc1N(C(=O)c1cccs1)C1C=CS(=O)(=O)C1 (stereo unspecified) | 1 | -14 | -4 | 1 | 1 | 0.8 | 2 | -1.0 | 11 | 0.1 | 3
Cc1ccc(NC(=O)COC(=O)CCc2nc3ccccc3n2-c2ccccc2)c(C)c1 | 0.9 | 8 | -7 | 0.9 | 0.8 | 5.2 | 7 | -0.4 | 13 | -0.4 | -6
COc1ccc2c(c1)CCc1c(C(=O)N3CCOCC3)noc1-2 | 0.8 | 29 | 1 | 0.9 | 0.9 | -0.9 | 15 | -0.4 | 12 | -0.4 | -9
CCOc1ccc(N(CC(=O)Nc2ccccc2C(=O)N2CCOCC2)S(=O)(=O)c2ccc(F)cc2)cc1 | 0.9 | 12 | -1 | 1 | 1 | 0.1 | 11 | -0.2 | -2 | -0.3 | 2
CN(Cc1ccccc1)c1nc2c(c(=O)[nH]c(=O)n2C)n1C | 0.9 | -2 | -1 | 1 | 1 | 2.0 | 13 | 2.5 | -3 | -0.3 | 2
COc1cccc(C(=O)O/N=C(\N)c2ccc([N+](=O)[O-])cc2)c1OC | 1 | . | 13 | 0.9 | 1 | 2.8 | -1 | 4.6 | -1 | -0.1 | -4
COC(=O)Cc1ccc(NC(=S)NCc2ccc(OC)cc2)cc1 | 0.9 | -8 | -8 | 1 | 1 | 0.8 | 6 | 0.0 | 2 | 0.0 | 2
CC(=O)N(/N=C1\Sc2ccccc2C1=O)c1ccc(C)cc1C | 0.8 | . | -14 | 1 | 0.9 | 1.1 | 22 | 0.6 | 1 | 0.1 | -5
CCc1ccc(OCc2nc(-c3ccccn3)no2)c(Br)c1 | 0.8 | 23 | -4 | 0.8 | 0.8 | -0.1 | 17 | 2.2 | 3 | -0.2 | 5
COc1cc(CN2CCCC(C(=O)c3ccccc3SC)C2)cc(OC)c1 (stereo unspecified) | 0.9 | -1 | 2 | 1 | 1 | 0.4 | 12 | -1.0 | 7 | -0.2 | 6
NCCOc1ccccc1OCCN | 0.9 | 4 | -8 | 0.9 | 1 | 0.5 | 5 | 4.5 | 8 | -0.6 | -4
O=C(CSc1ccccn1)c1ccc(F)cc1 | 0.8 | -6 | 9 | 1.2 | 1.3 | -0.3 | 16 | -2.5 | 6 | -0.2 | -9
COC(=O)CSc1nc2ccc(C)cc2cc1C#N | 1.1 | -7 | 22 | 1.1 | 1.1 | 1.4 | -11 | -1.0 | 10 | -0.1 | 3
CC1=CC(C)(C)N(C(=O)c2ccccc2)c2ccccc21 | 0.8 | 18 | 3 | 0.9 | 0.9 | 3.1 | 19 | 3.2 | 3 | -0.3 | -1
CN(C)Cc1nc2ccccc2c(=O)n1Cc1nc(-c2cc3ccccc3o2)cs1 | 0.9 | -10 | -17 | 1.2 | 1.2 | 0.8 | 9 | 0.5 | -4 | -0.4 | 33

Compounds as they come, and some 12% of all compounds hit somewhere here.
